p-CIP stab down – compounds decreasing mouse p/CIP protein stability; F442A p/CIP-EGFP cells, EGFP fluorescence, 16 h; 0.01% of 290,000 active; Q05BA5; decrease of EGFP signal, % at 10 µM;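 active = EGFP signal decrease of at least 30% at 10 µM or well 3 SD below plate mean, unless failing retest; inactive = the rest, including hits failing retest or dose response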; note: some compounds called inactive have numbers as strong as hits; many of its hits are not listed in these tables
NS3 helicase inh – blocks Hepatitis C virus NS3 helicase unwinding. NS3 helicase DNA unwinding, Cy5 molecular beacon fluorescence. AID 1800. 0.56% of 290,000 active. inhibition, % at 10.9 µM;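 active = inhibition above the mean of all tested compounds plus 3 SD, set per campaign, cut at about 35% in these data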;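 note: 0% = DMSO wells and 100% = thioflavine S control wells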
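Control set: DMSO versus 110 µM thioflavine S; Material: NS3 helicase fragment of HCV; Measured by: Cy5 fluorescence at 0 and 60 min, beacon hairpin quenching; Read-out basis: percent inhibition from t60/t0 fluorescence ratio; Times: reaction time 60 min, 25 °C; Repeats: single replicate; Compound dosing: single dose, 10.9 µM nominal final, DMSO 0.8% final.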
CRFBP-R2 block – blocks CRF-induced signaling of the CRF-BP/CRF-R2 complex. AID 588475. 0.59% of 350,000 active. HEK293 CRF-R2/CRF-BP, CRF-induced calcium fluorescence. inhibition, % at 11.8 µM;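 active = inhibition of the ligand-induced calcium signal above about 50% at the single tested concentration, limit read from the data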
IDE cell activ – activators of human insulin-degrading enzyme in cells; AID 493087; HEK cells, FAbeta-B cleavage, fluorescence polarization; 0% vehicle, 100% cell-free pure enzyme wells; P14735; 0.073% of 340,000 active; activation, % at 5.96 µM;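 active = activation above the mean of all tested compounds plus 3 SD, set per screening campaign, cut at about 17% in these data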
UBC9 SUMO inh – blocks human SUMOylation mediated by UBC9 | HTRF SUMOylation assay, SAE1/SAE2 + UBC9, in vitro | inhibition, % at 35 µM | 0.36% of 290,000 active; in the data active = inhibition above about 50%, passing the limit was not always enough; note: strong numbers were not always called active
IDE inh – inhibits human insulin-degrading enzyme in HEK cells. 0.41% of 320,000 active. inhibition, % at 5.59 µM. FAbetaB cleavage, fluorescence polarization. P14735;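 active = percent inhibition above the average of all tested compounds plus 3 SD, set per screening campaign, cut at about 16% in these data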;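 note: IDE supplied by intact live HEK cells; FP after avidin binding of uncleaved biotin substrate so inhibition keeps polarization high; 0% = DMSO wells and 100% = 60 µM reference IDE inhibitor Ii1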
IMP-1 inh – inhibitors of Pseudomonas aeruginosa IMP-1 metallo-beta-lactamase; inhibition, % at 5.6 µM; purified IMP-1, nitrocefin hydrolysis, epi-absorbance fluorescence; 0.45% of 290,000 active;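 active = inhibition above the mean plus 3 SD of all compounds in the same screening run, cut at about 4.5% in these data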;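 note: 0% = IMP-1 with DMSO and 100% = DMSO wells lacking enzyme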
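System – purified recombinant IMP-1 beta-lactamase · Input – IMP-1 dispensed at 0.2 nM · Timing – 15 min preincubation plus 25 min reaction at 25 °C · Signal – Epi-absorbance fluorescence, 480 nm excitation, 530 nm emission · Measure – percent IMP-1 inhibition derived from blank-referenced optical density · Controls – Enzyme-plus-DMSO low control, enzyme-free DMSO high control · Replication – singlicate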
GalR3 antag – human GalR3 antagonism; O60755; 0.44% of 360,000 active; HEK293 GalR3-CNG cAMP membrane potential fluorescence; galR3 body fused to GalR1 C-terminus; inhibition, % at 3 µM;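 active = inhibition above the screen-wide average plus 3 SD, cut at about 13% in these data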;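 note: forskolin and galanin both at EC90 stimulate the cells; cAMP rise reported by CNG channel membrane potential dye signal; 0% = forskolin plus galanin with DMSO and 100% = forskolin alone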
VIM-2 inh – blocks Pseudomonas aeruginosa VIM-2 metallo-beta-lactamase. purified VIM-2, nitrocefin hydrolysis, epi-absorbance fluorescence. inhibition, % at 5.6 µM. 0.89% of 290,000 active;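 active = inhibition above the mean of all tested compounds plus 3 SD, cutoff set per screening run, cut at about 7.5% in these data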;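 note: red hydrolysis product quenches plate fluorescence so inhibitors raise well fluorescence; 0% = enzyme with DMSO and 100% = DMSO without enzyme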
* hit, by the source's call.

`CCN(CC)CCOCCOc1ccc(Cl)c2ccccc12` gave p-CIP stab down 2.6, NS3 helicase inh -13.1, CRFBP-R2 block -8.2, IDE cell activ 6.3, UBC9 SUMO inh 11.6, IDE inh -2.6, IMP-1 inh 0.3, GalR3 antag -9.3 and VIM-2 inh -2.1.
Screening Cc1c(/C=N\NC(=O)c2c[nH]c3ccccc23)cnn1C returned p-CIP stab down 0.0, NS3 helicase inh -4.1, CRFBP-R2 block 0.7, IDE cell activ 2.3, UBC9 SUMO inh 6.2, IDE inh -0.1, IMP-1 inh -2.2, GalR3 antag -2.6 and VIM-2 inh -1.7.
COC(=O)c1[nH]c2ccccc2c1CN1CCOCC1 was read as p-CIP stab down 3.2, NS3 helicase inh -9.6, CRFBP-R2 block -0.3, IDE cell activ 5.0, UBC9 SUMO inh 9.1, IDE inh 4.0, IMP-1 inh -5.2, GalR3 antag -11.3 and VIM-2 inh -1.2.
Screening CCc1ccc(C2C(C#N)=C(N)N(N(C)C)C3=C2C(=O)CCC3)cc1 (stereo unspecified) returned p-CIP stab down 3.6, NS3 helicase inh 19.2, CRFBP-R2 block 8.3, IDE cell activ 0.9, UBC9 SUMO inh 5.3, IDE inh -1.2, IMP-1 inh -5.7, GalR3 antag -7.2 and VIM-2 inh -3.7.
O=C(CSc1nc2sc3c(c2c(=O)[nH]1)CCC3)NCCO was read as p-CIP stab down -6.4, NS3 helicase inh 5.5, CRFBP-R2 block 2.2, IDE cell activ 1.2, UBC9 SUMO inh 14.6, IDE inh -6.7, IMP-1 inh -2.1, GalR3 antag -4.2 and VIM-2 inh 2.8.
For CCN1C(=O)c2n[nH]c(C(=O)OC)c2C1=O the results were p-CIP stab down -3.1, NS3 helicase inh -2.1, CRFBP-R2 block -11.9, IDE cell activ 2.8, UBC9 SUMO inh 9.9, IDE inh -4.3, IMP-1 inh -3.1, GalR3 antag 2.3 and VIM-2 inh 0.1.
`CSc1ccccc1NC(=O)Cn1nc([N+](=O)[O-])c(Cl)c1C` gave p-CIP stab down -17.6, NS3 helicase inh 2.1, CRFBP-R2 block 3.0, IDE cell activ 7.3, UBC9 SUMO inh 7.0, IDE inh 6.6, IMP-1 inh -2.1, GalR3 antag -4.6 and VIM-2 inh -1.6.
COc1cc(/C=N/NC(=O)c2cc[n+]([O-])cc2)cc(OC)c1OC was read as p-CIP stab down 0.3, NS3 helicase inh 20.3, CRFBP-R2 block 13.2, IDE cell activ -0.4, UBC9 SUMO inh 1.4, IDE inh 10.0, IMP-1 inh -2.6, GalR3 antag -9.2 and VIM-2 inh -2.0.
`Cc1cc(C)cc(N(C(=O)CCC(=O)Nc2cc(C)on2)C(C(=O)NC2CCCC2)c2ccco2)c1` (stereo unspecified) gave p-CIP stab down 3.3, NS3 helicase inh -24.4, CRFBP-R2 block 20.0, IDE cell activ 6.5, UBC9 SUMO inh 3.8, IDE inh -0.4, IMP-1 inh -2.9, GalR3 antag -0.3 and VIM-2 inh 1.3.
For O=C1/C(=C/c2ccccc2)SC(=S)N1N1C(=O)C2CC2C1=O (stereo unspecified) the results were p-CIP stab down -10.2, NS3 helicase inh -2.8, CRFBP-R2 block 7.6, IDE cell activ 3.5, UBC9 SUMO inh -11.2, IDE inh 4.2, IMP-1 inh 2.1, GalR3 antag -1.9 and VIM-2 inh -1.3.
Screening CCC(=O)NNC(=O)c1c(O)c2ccccc2[nH]c1=O returned p-CIP stab down -4.4, NS3 helicase inh 3.9, CRFBP-R2 block -1.0, IDE cell activ 7.4, UBC9 SUMO inh 12.4, IDE inh 0.0, IMP-1 inh -1.6, GalR3 antag -0.5 and VIM-2 inh -2.2.
`NNc1nc(-c2ccccc2)nc(-c2ccccc2)c1Br` gave CRFBP-R2 block -4.3, IDE cell activ -1.6, IDE inh 1.7 and GalR3 antag 3.7.
`CCCn1c(N2CCN(C(=O)Nc3ccc(Cl)cc3)CC2)nc2ccccc21` gave p-CIP stab down -22.2, NS3 helicase inh -6.2, CRFBP-R2 block 1.9, IDE cell activ 1.2, UBC9 SUMO inh -18.8, IDE inh 4.7, IMP-1 inh -3.0, GalR3 antag -5.2 and VIM-2 inh -2.0.
O=C(Cn1c2ccc(F)cc2c2nc3n(c(=O)c21)CCS3)Nc1ccc(Cl)cc1F was read as p-CIP stab down -67.5, NS3 helicase inh -0.2, CRFBP-R2 block 0.1, IDE cell activ -3.4, UBC9 SUMO inh 17.3, IDE inh -0.1, IMP-1 inh -0.4, GalR3 antag -0.5 and VIM-2 inh -4.3.
Screening CCOCCN(C(=O)c1ccccc1Cl)c1cccc(C)c1C returned p-CIP stab down -3.5, NS3 helicase inh -13.9, CRFBP-R2 block -16.6, UBC9 SUMO inh -3.6, IDE inh 12.8, IMP-1 inh -3.9, GalR3 antag -5.4 and VIM-2 inh -1.9.

Next part; it opens with the 3 that closed the last part.
`CCCn1c(N2CCN(C(=O)Nc3ccc(Cl)cc3)CC2)nc2ccccc21` gave p-CIP stab down -22.2, NS3 helicase inh -6.2, CRFBP-R2 block 1.9, IDE cell activ 1.2, UBC9 SUMO inh -18.8, IDE inh 4.7, IMP-1 inh -3.0, GalR3 antag -5.2 and VIM-2 inh -2.0.
O=C(Cn1c2ccc(F)cc2c2nc3n(c(=O)c21)CCS3)Nc1ccc(Cl)cc1F was read as p-CIP stab down -67.5, NS3 helicase inh -0.2, CRFBP-R2 block 0.1, IDE cell activ -3.4, UBC9 SUMO inh 17.3, IDE inh -0.1, IMP-1 inh -0.4, GalR3 antag -0.5 and VIM-2 inh -4.3.
Screening CCOCCN(C(=O)c1ccccc1Cl)c1cccc(C)c1C returned p-CIP stab down -3.5, NS3 helicase inh -13.9, CRFBP-R2 block -16.6, UBC9 SUMO inh -3.6, IDE inh 12.8, IMP-1 inh -3.9, GalR3 antag -5.4 and VIM-2 inh -1.9.
For COc1ccc(-c2cc(C(=O)N3CCN(c4ccccc4)CC3)no2)cc1OC the results were p-CIP stab down 5.5, NS3 helicase inh 1.4, CRFBP-R2 block -2.1, IDE cell activ -1.6, UBC9 SUMO inh -21.7, IDE inh 2.7, IMP-1 inh -0.3, GalR3 antag -7.3 and VIM-2 inh -2.1.
`O=C(c1ccccc1F)N1CCN(C(=O)C(c2ccccc2)c2ccccc2)CC1` gave p-CIP stab down -11.1, NS3 helicase inh -5.3, CRFBP-R2 block 9.7, IDE cell activ 6.7, UBC9 SUMO inh 9.8, IDE inh 1.2, IMP-1 inh 0.0, GalR3 antag -8.4 and VIM-2 inh 0.2.
`O=C(C[n+]1cc(Br)cc2ccccc21)c1ccc(Cl)cc1` gave p-CIP stab down -13.8, NS3 helicase inh -8.1, CRFBP-R2 block -10.1, IDE cell activ 4.0, UBC9 SUMO inh 10.8, IDE inh -1.5, IMP-1 inh -0.4, GalR3 antag -5.5 and VIM-2 inh -1.8.
O=C(Nc1ccc(-c2csc(Nc3ccccc3)n2)cc1)c1ccccc1 was read as p-CIP stab down 0.3, NS3 helicase inh -23.8, CRFBP-R2 block -13.4, IDE cell activ 3.3, UBC9 SUMO inh 12.9, IDE inh 2.3, IMP-1 inh -1.1, GalR3 antag -7.3 and VIM-2 inh -1.0.
Screening COc1ccccc1NC(=O)C(C)OC(=O)c1ccc(-n2cnnn2)cc1 (stereo unspecified) returned CRFBP-R2 block 8.6, IDE cell activ -2.6, IDE inh 5.6 and GalR3 antag 1.5.
O=C(OCC(=O)N1CCC(Cc2ccccc2)CC1)c1ccccc1F was read as CRFBP-R2 block 0.1, IDE cell activ 1.5, IDE inh -5.9 and GalR3 antag -5.8.
For COCCn1c(N)c(N(Cc2ccccc2)C(=O)c2ccc3ccccc3c2)c(=O)[nH]c1=O the results were p-CIP stab down -0.3, NS3 helicase inh -0.9, CRFBP-R2 block -3.2, IDE cell activ 5.1, UBC9 SUMO inh 8.1, IDE inh 0.6, IMP-1 inh -1.9, GalR3 antag -3.0 and VIM-2 inh -2.4.
`O=C1CCCC(=O)C1=C1SCCS1` gave p-CIP stab down -17.1, NS3 helicase inh 1.0, CRFBP-R2 block 7.5, IDE cell activ 2.4, UBC9 SUMO inh -3.7, IDE inh 3.7, IMP-1 inh -3.3, GalR3 antag 0.3 and VIM-2 inh -1.5.
For O=C(c1cc([N+](=O)[O-])ccc1N1CCOCC1)N1CCN(S(=O)(=O)c2ccc(F)cc2)CC1 the results were CRFBP-R2 block 8.9, IDE cell activ 7.6, IDE inh 3.9 and GalR3 antag -3.8.

High-throughput results (PubChem BioAssay)
